B2AR arrestin = agonists driving beta-arrestin recruitment to human beta2-adrenergic receptor | AID 492947 | 0.02% of 330,000 active | beta-arrestin recruitment to beta2AR, cell-based reporter | P07550 | Potency, µM (doses to about 46.1 µM), for inactives: at the top dose activation, hits mostly activators;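 also: potency is read from the fitted curve at half-maximal effect; 0% = DMSO controls and full agonism = EC100 isoproterenol or metaproterenol; nearly all actives have a fitted effect of over 65% in size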
FBPA coupling cs = coupling enzyme interference in Giardia aldolase counter-screen | coupling enzyme system counterscreen, AmpLite Red fluorescence | activity change, negative = inhibition, % at 58.2 µM, hits read low | AID 2472 | 0.67% of 290,000 active; in the data active = activity change below about -30%
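Counterscreen of the coupled detection system alone, without aldolase: glyceraldehyde-3-phosphate coupling enzymes plus AmpLite Red readout. Compounds at 57.5 uM final, 10 min RT preincubation, 20 min RT reaction, fluorescence 525/598 nm.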
Giardia killer = kills Giardia lamblia; AID 540267; Giardia lamblia trophozoite viability; 0.15% of 340,000 active; activity change, % at 7.66 µM, hits read low; in the data active = activity change below about -80%; inconclusive = between about -30% and that limit;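 also: parasites exposed to compound for two days anaerobically before the ATP read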
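Trophozoites 100 cells/well + cpd; 48 hrs, 37 deg C, anaerobic. ATPLite 1-Step added, 15-30 min RT, luminescence read (ATP-based viability).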
PKM2 activator = increases activity of human pyruvate kinase M2; P14618; purified PKM2, Kinase-Glo ATP luminescence, activation; response scale: 0% is enzyme alone, no compound; Potency, µM (series often up to 57.5 µM), inactives show top-dose activation, hits mostly activators; 0.34% of 260,000 active; AID 1631; also: potency is read from the fitted curve at half-maximal effect; nearly all actives have a fitted effect of over 55% in size
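ATP formation by purified human PK-M2, quantified via coupled luciferase luminescence after 1 h at room temperature with 0.1 mM ADP and 0.5 mM PEP final.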
hERG WT inh = blocks the wildtype human KCNH2 potassium channel; Q12809; U2OS, BacMam KCNH2, thallium flux FluxOr; stronger effect = lower value; activity change, % at 1.84 µM; 0.37% of 340,000 active; AID 720551;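 active = maximum activity change below -70%; inconclusive = maximum activity change between -70% and -50%; inactive = maximum activity change above -50%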
Target sequence (Q12809 whole entry, looked up): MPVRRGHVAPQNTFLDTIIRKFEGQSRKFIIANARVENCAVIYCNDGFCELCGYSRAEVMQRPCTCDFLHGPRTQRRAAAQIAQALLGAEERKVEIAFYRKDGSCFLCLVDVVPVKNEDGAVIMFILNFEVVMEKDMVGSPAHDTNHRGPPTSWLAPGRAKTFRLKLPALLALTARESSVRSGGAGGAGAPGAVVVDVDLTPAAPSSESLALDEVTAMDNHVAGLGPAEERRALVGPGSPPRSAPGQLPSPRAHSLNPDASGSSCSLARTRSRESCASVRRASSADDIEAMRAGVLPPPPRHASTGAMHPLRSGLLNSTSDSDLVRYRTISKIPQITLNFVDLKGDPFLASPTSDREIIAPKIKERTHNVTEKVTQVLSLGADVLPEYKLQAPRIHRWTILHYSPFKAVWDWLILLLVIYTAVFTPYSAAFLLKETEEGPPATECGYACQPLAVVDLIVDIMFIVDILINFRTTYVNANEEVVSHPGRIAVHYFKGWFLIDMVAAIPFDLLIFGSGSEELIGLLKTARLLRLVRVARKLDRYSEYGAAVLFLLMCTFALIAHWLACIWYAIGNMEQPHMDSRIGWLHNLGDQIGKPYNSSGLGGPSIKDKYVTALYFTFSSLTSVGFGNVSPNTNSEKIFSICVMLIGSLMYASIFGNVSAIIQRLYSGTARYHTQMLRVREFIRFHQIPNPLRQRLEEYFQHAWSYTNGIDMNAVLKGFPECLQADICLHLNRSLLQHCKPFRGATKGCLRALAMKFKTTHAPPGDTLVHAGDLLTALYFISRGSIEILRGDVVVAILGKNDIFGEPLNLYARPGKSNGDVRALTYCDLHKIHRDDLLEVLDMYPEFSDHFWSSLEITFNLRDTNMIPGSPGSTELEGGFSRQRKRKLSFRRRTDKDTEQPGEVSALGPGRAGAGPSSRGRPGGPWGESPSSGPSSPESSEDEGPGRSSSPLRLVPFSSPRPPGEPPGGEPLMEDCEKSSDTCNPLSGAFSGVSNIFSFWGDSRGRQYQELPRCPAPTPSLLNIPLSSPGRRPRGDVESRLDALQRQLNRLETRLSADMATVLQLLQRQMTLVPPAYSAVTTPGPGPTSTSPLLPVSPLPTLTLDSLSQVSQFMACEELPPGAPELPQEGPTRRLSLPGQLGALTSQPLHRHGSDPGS
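U2OS cells transduced with wild-type KCNH2 virus are loaded with FluxOr dye for 45 min, and thallium flux is measured in kinetic reads before and after stimulation buffer. Rate constants are normalized to DMSO controls.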
USP2a block = USP2a (human) protease inhibition; Potency, µM (titrated, usually from 38.3 µM), for inactives: at the top dose activity change, negative = inhibition, actives largely listed as inhibitors; O75604; USP2 core, Ub-CHOP2 coupled fluorogenic reporter, 485/531; 0.01% of 330,000 active;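 also: potency is read from the fitted curve at half-maximal effect; plate controls were DMSO wells for no effect and full inhibition by NEM control for full effect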
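Cell-free coupled assay: 10nM USP2 core preincubated 30min RT with compound in Tris-HCl pH 8.0/CaCl2/CHAPS buffer, then 25nM Ub-CHOP2 and 25nM reporter substrate; fluorescence (Ex 485/Em 531) read after 60min RT, normalized to NEM inhibition, concentration-response curves fitted.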
Eya2 inh = blocks the phosphatase activity of human Eya2; O00167; recombinant Eya2, OMFP fluorescence dephosphorylation (OMFP is methylfluorescein phosphate); Potency, µM (highest dose often 76.9 µM), for the others: at the highest dose activity, negative = inhibition, hits mostly inhibitors; 0.006% of 330,000 active; AID 488837; also: potency is read from the fitted curve at half-maximal effect
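Eya2 (0.2 uM) preincubated 10 min at ambient with compound, then OMFP substrate added at 50 uM; 10 min reaction in 50 mM HEPES pH 7.5, 50 mM NaCl, 5 uM MgCl2, 0.05% BSA, 1 mM DTT. Fluorescence read at Ex 485/Em 525 nm.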
GALK inhibitor = inhibitors of human galactokinase; Purified GALK, Kinase-Glo residual ATP luminescence; Potency, µM (titrated, usually from 57.5 µM), for inactives: at the highest dose activity change, negative = inhibition, most hits filed as inhibitors; 0.007% of 270,000 active; also: potency is read from the fitted curve at half-maximal effect
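Kinase-Glo Plus luminescence measured ATP left after a 1 h room-temperature reaction. The reaction used 5 nM GALK, 100 uM galactose and 35 uM ATP at pH 8.0 (20 mM HEPES, 5 mM MgCl2, 60 mM NaCl, 1 mM DTT, 0.01% BSA).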
BCR signal inh = inhibitors of chronic active B-cell receptor signaling; ABC-DLBCL IkBa-CBG/CBR reporter, luminescence ratio, 4 h; Potency, µM (series often up to 46.1 µM), for inactives: at the highest dose ratio change, negative = lower green/red ratio, hits mostly inhibitors; 0.05% of 340,000 active; active = well fitted inhibition curve with a large enough effect in the signal ratio, with a control signal flat, not every such curve was filed as active; inconclusive = small, poorly fitted or top-dose-only effect, or effect the other way, or a change in a side signal; the % refers to the signal ratio;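 also: potency is read from the fitted curve at half-maximal effect; plate controls were basal doxycycline-induced cells for no effect and cells given 10 µM MG132 for full effect; MG132 reads +100%, hits lower the ratio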
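Compounds up to 46 uM were incubated four hours with TMD8 cells whose green CBG68 luciferase is fused to IkappaBalpha; red CBR luminescence normalised the signal, and concentration-effect curves were fitted to fusion, red and ratio data.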
uPA surface inh = cell surface uPA generation inhibition. cell surface uPA generation assay, qHTS. AID 540303. 0.31% of 330,000 active. Potency, µM (series often up to 38.3 µM), for the others: at the top dose activity change, negative = inhibition, actives largely listed as inhibitors; active = well fitted inhibition curve with a large enough effect; inconclusive = small, poorly fitted or top-dose-only effect; inactive = no such curve, though single readings can be large or run the other way; tested in mouse RAW 264.7 cells; also: potency is read from the fitted curve at half-maximal effect; nearly all actives have a fitted effect of over 55% in size
KCNH2 3.1 block = KCNH2 3.1 (human) potassium channel inhibition; U2OS KCNH2 3.1, thallium flux FluxOr; stronger effect = lower value; activity change, % (tested at about 1.8 µM); 0.95% of 340,000 active;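 active = maximum activity change below -70%; inconclusive = maximum activity change from -70% to -50%; inactive = maximum activity change above -50%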;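 also: thallium influx rate constant from kinetic fluorescence after stimulation buffer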
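Channel expression came from 3.1 mutant virus (1.77 x 10^8 /mL) applied to suspended U2OS cells for 4 h. Flux was tracked with FluxOr dye plus Red40 quencher, and kinetic rate constants normalized to controls.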
The depositor's hits bear a star; i = inactive; ? = inconclusive; . = no result given; & = joins results of further samples. Unless noted, calls follow the shape of the dose curve; as a rule, active = well fitted curve in the direction sought with a large enough effect; inconclusive = small, poorly fitted or top-dose-only effect, or another doubt; inactive = no such curve, though single readings can be large; an effect the other way counts as inactive or inconclusive. Unless noted, % is scaled to controls: 0 for no effect and ±100 for the full control effect.

nr	Molecule	USP2a block	FBPA coupling cs	uPA surface inh	PKM2 activator	Giardia killer	KCNH2 3.1 block	GALK inhibitor	BCR signal inh	Eya2 inh	hERG WT inh	B2AR arrestin
1	CC(C)c1c(C(=O)N/N=C/C2CC=CCC2)nnn1-c1nonc1N (configuration not stated)	0%	.	3%	.	-13	2	-3%	9%	-14%	-10	-0.9%
2	O=S(=O)(Cc1cccc(C(F)(F)F)c1)c1ncn[nH]1	2%	-6	-4%	-10%	3	3	0%	1%	1%	-10	-0.2%
3	Cc1ccc(C(C)C)c(OCc2nnc(SCC(=O)Nc3nccs3)n2C)c1	2%	2	.	1%	-16	.	-2%	1%	1%	-12	0.0%
4	COc1cccc(CN2CC(C(=O)N(C)Cc3ccc(C)cc3)CCC2=O)c1 (configuration not stated)	5%	0	-2%	.	-14	11	5%	6%	-5%	-13	0.3%
5	CC(C)n1ncc2c(C(=O)N3CCN(c4ccccc4)CC3)cc(-c3ccccc3)nc21	-2%	.	4%	.	-18	7	.	0%	17%	-6	-0.1%
6	COc1ccc(NC(=O)N(C)C[C@H]2Oc3ccc(NC(=O)C4CC4)cc3CC(=O)N([C@@H](C)CO)C[C@@H]2C)cc1	-2%	.	11%	.	-10	-8	.	0%	-4%	4	-0.5%
7	COc1ccc(-c2noc(C3CCCN(S(=O)(=O)c4ccc(C)c(Cl)c4)C3)n2)cc1OC (configuration not stated)	-1%	2	2%	-4%	-2	3	1%	?	17%	4	-0.2%
8	O=C(CCCN1C(=O)/C(=C/c2ccccc2Cl)SC1=S)Nc1cccnc1	4%	.	?	8%	14	14	-7%	?	5%	9	-0.2%
9	Cc1ccc(/C=N/n2c(-c3ccc(Cl)cc3)n[nH]c2=S)s1	0%	-1	-3%	0%	-18	-4	-1%	4%	-1%	i	0.5%
10	Cc1occc1-c1nnc(SCC(=O)c2ccccc2)n1CC1CCCO1 (configuration not stated)	-29%	3	-7%	-10%	-17	4	1%	-9%	0%	1	-0.3%
11	COc1cccc(NC(=O)C2c3cc(OC)c(OC)cc3C(=O)N(C)C2c2cccnc2)c1 (configuration not stated)	-1%	-1	-5%	-1%	-8	16	3%	-11%	2%	-13	-0.6%
12	CCOC(=O)CCc1c(C)c2ccc(OCc3cc([N+](=O)[O-])ccc3OC)cc2oc1=O	3%	2	-1%	-2%	-18	-8	0%	0%	7%	-3	-0.2%
13	COC(=O)C(Cc1ccccc1)NC(=O)c1ccc(C)cc1 (configuration not stated)	0%	4	-2%	8%	-7	24	0%	?	4%	.	-0.4%
14	O=C(CN1CCC2(CC1)OCCO2)c1ccc2cc[nH]c2c1	-1%	0	1%	1%	14	1	0%	2%	11%	6	-0.2%
15	Cc1sc2nc3n(c(=O)c2c1C)CCCCC3	1%	2	-3%	-8%	-6	-5	0%	?	3%	5	-0.1%
16	Cc1cc(C)nc(SCC(=O)c2ccc(Cl)cc2)n1	1%	-3	5%	.	25	2	1%	1%	2%	7	0.4%
17	CCN(C(=O)COC(=O)CNC(=O)c1cccc(C)c1)c1c(N)n(Cc2ccccc2)c(=O)[nH]c1=O	-3%	.	2%	.	-9	2	.	-10%	-14%	-4	0.0%
18	Cc1cc(C)cc(N2CN=C3SCC(=O)N3C2)c1	-2%	1	2%	4%	-11	1	4%	?	4%	-3	-1.0%
19	CC(C)[C@H](NS(=O)(=O)c1cccc(C(F)(F)F)c1)C(=O)OCC(=O)NC(=O)NCc1ccco1	3%	.	-2%	.	2	4	.	-11%	-1%	-26	0.1%
20	C[C@H](CO)N1C[C@H](C)[C@@H](CN(C)C(=O)Nc2ccccc2)Oc2ccc(NC(=O)NC3CCCCC3)cc2C1=O	6%	.	7%	.	-4	9	.	7%	4%	2	-0.2%
21	C=CCSc1nc2ccccc2n1S(=O)(=O)c1ccc(C)cc1	0%	-2	-4%	5%	-3	-1	-2%	-3%	1%	8	-0.6%
22	O=C1C2C3C=CC(CC3)C2C(=O)N1c1nccs1 (configuration not stated)	2%	5	-1%	3%	-11	3	-2%	2%	5%	3	-1.1%
23	c1ccc2c(c1)Oc1cccc3cccc-2c13	16%	-12	-9%	1%	-17	0	0%	6%	8%	-3	0.0%
24	Cc1nc(SCC(=O)N2c3ccccc3Sc3ccccc32)n[nH]1	-1%	2	8%	-8%	-13	-11	0%	?	8%	-1	0.3%
25	COc1cccc(CN(C(=O)Cc2c[nH]c3ccccc23)C(C(=O)NC2CCCCC2)c2ccc(C)o2)c1 (configuration not stated)	-16%	-6	-11%	-7%	-9	?	0%	-16%	-7%	17	-0.3%
26	CSCC[C@H](NC(=O)c1ccc(Cl)c(S(=O)(=O)N2CCCC2)c1)c1nc2ccccc2[nH]1	-14%	-1	-8%	4%	-14	-16	-1%	5%	5%	33	2.7%
27	Cc1ccc(C(=O)N(Cc2ccc3c(c2)OCO3)Cc2nc3ccccc3c(=O)[nH]2)cc1	-1%	-1	9%	-1%	-4	-2	0%	?	-4%	1	0.4%
28	O=C(Oc1ccc(F)cc1)c1cccnc1	3%	0	-9%	.	-22	5	.	?	2%	-7	0.1%
29	CC(C)(C)NC(=O)c1nc2ccccc2s1	1%	0	6%	-12%	-15	5	-2%	6%	20%	-4	0.0%
30	O=C(O)/C=C/c1cccc(NC(=O)c2ccc(Cl)cc2)c1	-1%	0	-6%	-13%	-25	2	0%	25%	-1%	3	0.1%
31	CCN(C(=O)CSc1nc2ccccc2n1CCc1ccccc1)C1CCS(=O)(=O)C1 (configuration not stated)	-1%	0	-2%	-1%	-8	-12	0%	1%	6%	-2	-1.0%
32	Cc1nc(-c2ccc(Cl)cc2)sc1C(=O)O	0%	10	-3%	-8%	3	6	7%	?	6%	-1	0.0%
33	O=C(Cn1ccc2ccccc2c1=O)NCC(=O)N1CCCCC1	1%	1	0%	-7%	-4	-6	0%	-6%	-9%	-1	-0.1%
34	CN1CCC(NC(=O)NC2CCCCC2)CC1	0%	4	2%	-3%	0	-1	3%	-5%	5%	-9	-0.5%
35	CC(C)c1csc(CN2CCN(Cc3ccc(F)cc3)C(CCO)C2)n1 (configuration not stated)	0%	2	3%	-8%	8	-9	5%	8%	3%	-2	1.0%
36	COc1cc(C(=O)O/N=C(\N)Cc2ccc([N+](=O)[O-])cc2)cc(OC)c1OC	-4%	1	-13%	21%	-1	-12	.	-22%	-2%	-6	0.3%
37	CCOC(=O)c1ccccc1NC(=O)c1nc2nccc(C)n2n1	-5%	1	8%	0%	-3	-6	0%	?	-31%	2	0.0%
38	CCCCCCNC(=O)CCCCCNS(=O)(=O)c1ccc(Br)cc1	3%	2	12%	14%	7	-2	0%	6%	0%	-1	0.2%
39	NC(=O)c1cc2ccccc2o/c1=N\NC(=O)c1ccc(F)cc1	4%	1	20%	.	-7	3	1%	?	11%	3	0.3%
40	NC(=NC(=O)c1ccccc1)N1N=CCC1c1ccccc1 (configuration not stated)	-1%	-5	1%	5%	-11	-7	7%	-4%	-3%	2	0.1%
41	Cc1noc(C)c1C(=O)Nc1ccc2ccccc2c1	-2%	.	0%	-6%	-6	6	-5%	-17%	10%	-4	-1.1%
42	CC1=NOC(=O)/C1=C\c1ccc2c(c1)OCO2	2%	3	1%	6%	16	-43	3%	3%	14%	-9	0.1%
43	CCCNC(=O)c1ccc(CN2CCOCC2)cc1	-1%	-3	8%	-7%	-5	16	1%	5%	-6%	-5	-0.4%
44	NNC(=O)c1ccc(-c2cccc([N+](=O)[O-])c2)o1	-2%	-3	-1%	0%	?	-24	-1%	-26%	-6%	-4	0.2%
45	COCC(C)n1c(-c2ccc3c(c2)NC(=O)CO3)csc1=Nc1ccc(OC(F)F)cc1 (configuration not stated)	-1%	-3	-12%&-6%	-5%	5&1	-47&-41	-1%	?	-5%	-10&-2	0.5%
46	COc1ccc(NC(=O)CN(C)C(=O)C23CC4CC(CC(C4)C2)C3)cc1	-1%	1	8%	4%	-8	-12	5%	2%	-7%	-12	-0.7%
47	COc1cccc(C(=O)N(Cc2cc3cc(C)ccc3[nH]c2=O)CC2CCCO2)c1 (configuration not stated)	2%	0	3%	8%	-14	-4	4%	-8%	-13%	-2	4.6%
48	CCOc1ccc(S(=O)(=O)N2CCCC(C(=O)Nc3cc(C)cc(C)c3)C2)cc1 (configuration not stated)	-2%	0	1%	0%	-3	-8	-3%	4%	-6%	1	-0.1%
49	COc1cc(NS(=O)(=O)c2ccc(NC(=S)NC(=O)C(C)(C)C)cc2)nc(OC)n1	4%	1	.	2%	-2	2	0%	3%	2%	-2	0.2%
50	Cc1cccc(C)c1NC(=O)CNC(=O)c1cn(-c2ccccc2)nc1-c1ccccc1	-3%	1	13%	-5%	12	-2	1%	?	-14%	-4	0.2%

Compound activity: PubChem BioAssay, National Center for Advancing Translational Sciences (NCATS)
